# Source: PubChem
# UPR CHOP act – apoptotic UPR (CHOP) activation | CHO-CHOP luciferase reporter, luminescence; percent of tunicamycin response over DMSO baseline | activation, % at 10 µM | 330,000 compounds, 0.34% hits | AID 449763;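 active = at 10 µM dose, activation of 40% or more, normalized to positive control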;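 note: 100% = tunicamycin at 10 µg/mL and 0% = DMSO alone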
#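 System: CHO CHOP reporter cells. Amount: 500 cells per well. Buffer or medium: F12 medium, 10% FBS. Compound dosing: one dose, 10 µM in 0.5% DMSO. Incubation: 6 h compound exposure at 37 °C after overnight seeding. Technique: Steady-Glo luciferase luminescence. Benchmarks: tunicamycin and DMSO controls.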
# CCR6 antag – antagonists of human CCR6 receptor | P51684 | CHO-K1 CCR6 PathHunter beta-arrestin, luminescence, CCL20-stimulated | inhibition, % at 20 µM | 340,000 compounds, 0.49% hits;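 active = compounds whose inhibition of the agonist-driven luminescence signal at 20 µM reaches about 50%, limit read from the data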;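 note: cells stimulated with CCL20 at 14 nM final; plate controls were DMSO with CCL20 for no effect and DMSO without agonist for full effect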
# APJ antag – blocks the human apelin receptor APJ; P35414; CHO-K1 APJ beta-arrestin complementation, luminescence; inhibition, % at 20 µM; 330,000 compounds, 0.32% hits; AID 2521;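 active = inhibition above about 40% at 20 µM, limit read from the data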;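 note: cells challenged with 10 nM apelin-13 agonist together with compound; plate controls were apelin-13 plus DMSO wells for no effect and DMSO wells lacking apelin-13 for full effect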
# Target sequence (P35414 whole entry, looked up): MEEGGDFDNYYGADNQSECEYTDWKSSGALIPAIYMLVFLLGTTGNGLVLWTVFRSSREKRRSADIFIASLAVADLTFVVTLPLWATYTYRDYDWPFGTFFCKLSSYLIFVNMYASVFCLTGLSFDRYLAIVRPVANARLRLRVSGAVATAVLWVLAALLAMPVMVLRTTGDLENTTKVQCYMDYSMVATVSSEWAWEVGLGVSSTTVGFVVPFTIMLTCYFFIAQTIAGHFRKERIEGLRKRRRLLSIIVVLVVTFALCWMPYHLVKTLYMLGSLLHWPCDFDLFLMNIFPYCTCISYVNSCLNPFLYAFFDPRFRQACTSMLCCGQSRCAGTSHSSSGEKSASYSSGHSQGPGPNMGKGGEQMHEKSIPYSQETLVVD
# tim23-1 inh – tim23-1 yeast growth inhibition | 330,000 compounds, 1.3% hits | S. cerevisiae tim23-1 growth, BacTiter-Glo luminescence, 24 h | inhibition, % at 20 µM;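 active = growth inhibition of the mutant yeast at or above 50%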;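 note: temperature-sensitive mutant grown at 25 °C; plate controls were DMSO-treated mutant yeast for no effect and medium wells lacking yeast for full effect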
# Mdm2-MdmX inh – disrupts the human Mdm2-MdmX interaction; O15151+Q00987; SaOS-2 split-luciferase Mdm2/MdmX complementation, luminescence; inhibition, % at 8 µM; 330,000 compounds, 3% hits; AID 485346;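 active = inhibition of at least 50% at 8 µM in the primary screen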
# UPR XBP1 act – activators of adaptive arm of unfolded protein response (XBP1) | 330,000 compounds, 0.33% hits | activation, % at 20 µM | CHO-XBP1 luciferase reporter, IRE1-XBP1 UPR activation, luminescence; percent of tunicamycin response, DMSO as zero;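 active = versus positive control, 20 µM dose yields 30% or more activation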;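 note: 100% = tunicamycin at 10 µg/mL and 0% = DMSO only wells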
#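 Material: CHO cell line with stable XBP1 luciferase reporter; schedule: 16-18 h cell attachment at 37 °C, then 6 h compound exposure; signal: glow luminescence from Steady-Glo reagent; medium: serum-containing F12 medium, 10% FBS; benchmarks: tunicamycin 10 µg/mL and vehicle-only wells; read-out: percent activation relative to tunicamycin reference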
# EBI2 block – blocks human EBI2 receptor beta-arrestin signaling | P32249 | EBI2 beta-arrestin recruitment, luminescence, 7a,25-OHC stimulated | inhibition, % at 5 µM | 360,000 compounds, 0.81% hits; in the data active = inhibition above about 38%;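 note: enzyme fragment complementation signal reports receptor beta-arrestin coupling in cells; 0% = agonist plus DMSO wells and 100% = wells without agonist; some results beyond the cut were filed as inactive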
# Target sequence (P32249 whole entry, looked up, the tested form may be a part): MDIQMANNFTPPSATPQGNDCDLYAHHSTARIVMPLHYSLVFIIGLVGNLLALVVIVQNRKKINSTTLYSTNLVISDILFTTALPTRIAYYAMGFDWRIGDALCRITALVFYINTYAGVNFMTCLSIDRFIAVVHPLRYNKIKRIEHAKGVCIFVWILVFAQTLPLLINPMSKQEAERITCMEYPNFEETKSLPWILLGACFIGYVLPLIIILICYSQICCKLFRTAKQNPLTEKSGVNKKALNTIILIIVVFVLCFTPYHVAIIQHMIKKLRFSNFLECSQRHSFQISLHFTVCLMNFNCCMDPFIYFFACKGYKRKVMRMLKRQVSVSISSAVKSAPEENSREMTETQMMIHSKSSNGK
# APJ ag – activates the human apelin receptor APJ; P35414; CHO-K1 APJ PathHunter beta-arrestin, luminescence; 0% DMSO wells, 100% apelin; activation, % at 20 µM; 330,000 compounds, 0.11% hits; AID 2520;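 active = activation more than six SD over the plate average, tested at 20 µM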;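 note: 0% = DMSO alone and 100% = apelin-13 at 10 nM; some results filed as inactive read as strong as hits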
#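 Material: CHO-K1 APJ beta-arrestin complementation cell line; Input: cell density 1000 per well; Incubation: compound stimulation 90 min at 25 °C, detection 60 min; Signal: luminescence from split beta-galactosidase complementation, Galacton Star/Emerald II substrate; Controls: DMSO-only wells as negative, 10 nM Apelin-13 as positive control.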
# CXCR6 inh – CXCR6 (human) receptor inhibition; O00574; inhibition, % at 20 µM; 360,000 compounds, 0.36% hits; AID 602244; CHO-K1 PathHunter CXCR6 beta-arrestin, luminescence; in the data active = inhibition above about 34%, passing the limit was not always enough;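 note: antagonist mode with CXCL16 agonist at 10 nM final; 0% = 10 nM CXCL16 with DMSO and 100% = unstimulated wells without agonist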
# Target sequence (O00574 whole entry, looked up): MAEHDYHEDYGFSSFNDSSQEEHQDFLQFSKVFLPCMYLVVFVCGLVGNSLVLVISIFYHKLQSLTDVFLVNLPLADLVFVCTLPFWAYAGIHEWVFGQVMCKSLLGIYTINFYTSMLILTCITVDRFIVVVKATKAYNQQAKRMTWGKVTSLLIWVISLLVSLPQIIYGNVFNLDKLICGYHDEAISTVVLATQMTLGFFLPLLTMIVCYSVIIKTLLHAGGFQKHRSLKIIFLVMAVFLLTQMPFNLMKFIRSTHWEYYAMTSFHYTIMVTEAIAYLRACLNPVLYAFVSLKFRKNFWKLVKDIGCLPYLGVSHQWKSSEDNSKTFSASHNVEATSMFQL
# * hit, by the source's call; x = no result given. An excerpt (hit frequency here may not be typical).
(1) NS(=O)(=O)c1ccc(CCNC(=O)c2ccncc2)cc1
(2) Cc1cc(C)c(NC(=O)C2=COCCO2)c(C)c1
(3) COc1ccc(NC(=O)N2CCN(S(C)(=O)=O)CC2)cc1
(4) CCN(CC)CCCN1C=C2C(=O)C(C)(OC(=O)C3CCCC3)C(=O)C=C2C=C1c1ccsc1 (configuration not stated)
(5) O=C(O)CNC(=O)/C=C/c1ccc(Cl)cc1Cl
(6) O=S(=O)(Nc1cccc(-c2ccc(N3CCOCC3)nn2)c1)c1cc(Cl)ccc1Cl
(7) CCN(CC)CCN1C(=O)C(=O)/C(=C(/O)c2ccc(F)cc2)C1c1ccncc1 (configuration not stated)
(8) O=C(NCCCn1ccnc1)c1ccc(Br)c(S(=O)(=O)N2CCOCC2)c1

Screen / compound no.,1,2,3,4,5,6,7,8
UPR XBP1 act,-1,-3,-2,3,-3,-3,1,-1
CXCR6 inh,-1,-3,3,-15,6,-1,-6,7
EBI2 block,-1,-14,9,-30,-12,-4,-7,-2
tim23-1 inh,3,-2,6,4,-1,3,7,6
APJ antag,-8,14,-1,-64,8,2,2,-1
APJ ag,-4,-2,-4,22,-3,-1,-2,-1
UPR CHOP act,-1.7,2.4,0.8,-1.8,1.1,3.9,2.2,-0.8
Mdm2-MdmX inh,10,11,-23,-1,29,49,-5,21
CCR6 antag,8,1,8,-6,2,-1,13,3

(9) CC(C)(C)c1cccc(/C=N/O)c1O
(10) CCc1cccc(CC)c1N1C(=O)c2cc(N3CCOCC3)c([N+](=O)[O-])cc2C1=O
(11) O=C(CN1CCCC1=O)NC1C2CC3CC(C2)CC1C3 (configuration not stated)
(12) O=C(COc1ccc(Cl)cc1)Nc1nnc(S(=O)(=O)N2CCCCCC2)s1
(13) CCOc1ccc(Oc2ccc(-c3nnc(-c4ccccc4)o3)cc2[N+](=O)[O-])cc1
(14) CCOc1ccc(NS(=O)(=O)c2cc3c4c(c2)C(C)C(=O)N4CCC3)cc1 (configuration not stated)
(15) Cc1ccccc1CC(=O)Nc1ccc(S(=O)(=O)N2CCN(C)CC2)cc1
(16) CC1(C)CC(=O)C(C=NCCN2CCN(CC(=O)Nc3ccccc3)CC2)=C(O)C1

Screen / compound no.,9,10,11,12,13,14,15,16
UPR XBP1 act,3,0,-1,-1,-2,-6,1,1
CXCR6 inh,-3,-1,-4,-4,7,0,6,2
EBI2 block,-9,3,-7,-6,37,1,-8,-6
tim23-1 inh,5,10,4,16,13,-21,-6,-31
APJ antag,-11,-40,3,-84,15,1,-17,3
APJ ag,1,3,-4,-1,-2,-1,-3,-2
UPR CHOP act,1.3,-1.3,1.5,-1.2,0.9,-0.1,-1.0,-0.9
Mdm2-MdmX inh,15,10,-5,-8,-5,21,-7,-30
CCR6 antag,-10,-1,13,-8,16,11,-4,10

# Entries of single compounds, looked up by structure. Order of screens: UPR XBP1 act | CXCR6 inh | EBI2 block | tim23-1 inh | APJ antag | APJ ag | UPR CHOP act | Mdm2-MdmX inh | CCR6 antag
# `CC(C)(C)c1cccc(/C=N/O)c1O` is entered as 3 | -3 | -9 | 5 | -11 | 1 | 1.3 | 15 | -10
# `CCOc1ccc(Oc2ccc(-c3nnc(-c4ccccc4)o3)cc2[N+](=O)[O-])cc1` is entered as -2 | 7 | 37 | 13 | 15 | -2 | 0.9 | -5 | 16
# `O=C(COc1ccc(Cl)cc1)Nc1nnc(S(=O)(=O)N2CCCCCC2)s1` is entered as -1 | -4 | -6 | 16 | -84 | -1 | -1.2 | -8 | -8

# Later entries
(17) COc1ccc(C(=O)Nc2ccc3c4c(cccc24)CC3)cc1
(18) O=C(NNC(=O)C1C2C=CC(C2)C1C(=O)O)c1cc(Cl)ccc1O (configuration not stated)
(19) COc1ccc(OC)c(-n2nnnc2SCC(=O)Nc2cc(C)ccc2OC)c1
(20) CCCn1c(=O)[nH]c(=O)c2c1nc(-c1ccc(OC(F)F)cc1)n2CCN1CCOCC1
(21) O=C(CN(Cc1ccccc1)S(=O)(=O)c1ccccc1)N/N=C/c1ccccc1[N+](=O)[O-]
(22) CCCOc1cccc(-c2nnc(NC(=O)c3ccco3)s2)c1
(23) c1ccc2[nH]c(SCc3ccc(-c4nnco4)cc3)nc2c1
(24) O=C(NCc1ccccc1)C12CC3CC(CC(Br)(C3)C1)C2

Screen / compound no.,17,18,19,20,21,22,23,24
UPR XBP1 act,-2,0,-1,-3,-3,-2,2,-6
CXCR6 inh,-5,-1,0,-2,-1,-6,-8,1
EBI2 block,4,-2,2,-3,6,5,1,-8
tim23-1 inh,48,13,5,8,10,12,12,24
APJ antag,-7,-5,7,-2,1,-26,5,-2
APJ ag,-4,4,4,3,5,-5,0,-3
UPR CHOP act,1.1,0.3,0.8,-0.5,0.4,2.8,5.9,1.9
Mdm2-MdmX inh,-12,-12,19,-12,19,5,-103,-23
CCR6 antag,-2,9,2,-7,7,0,-1,7

(25) CC1CN(C(=S)SCC(=O)c2ccc([N+](=O)[O-])cc2)CC(C)O1 (configuration not stated)
(26) CCN(CC)S(=O)(=O)c1ccc(C(=O)OCC(=O)NC2CCCC2)cc1
(27) CC(C)c1cccc(C2=CC(=O)C[C@H](c3ccc4c(c3)OCO4)C2)c1
(28) COc1ccc(S(=O)(=O)N2CCOCC2)cc1NC(=O)Cc1cccs1
(29) COc1ccccc1C1CN=NC12CCCc1ccccc1C2=O (configuration not stated)
(30) COC(=O)c1c(C)oc2ccc(N(C(=O)Oc3ccccc3)S(=O)(=O)c3ccc(Cl)c([N+](=O)[O-])c3)cc12
(31) Cc1ccc(N2CCN(C(=O)c3cc(-c4ccc(F)cc4)[nH]c3C)CC2C)cc1 (configuration not stated)
(32) Cc1ccc(CNC(=O)C2=CCN(S(=O)(=O)c3ccc(C)cc3)CC2)cc1

Screen / compound no.,25,26,27,28,29,30,31,32
UPR XBP1 act,1,-6,2,-2,0,32*,-5,-6
CXCR6 inh,-9,-2,4,0,12,-3,8,-2
EBI2 block,-3,-12,16,-1,14,-10,53*,66*
tim23-1 inh,19,13,39,1,21,9,74*,13
APJ antag,0,1,14,2,5,-32,-23,7
APJ ag,4,-1,-4,8,-2,5,-1,2
UPR CHOP act,2.3,-1.7,2.0,-0.6,-0.9,4.4,0.8,-1.8
Mdm2-MdmX inh,22,2,0,1,8,96*,39,23
CCR6 antag,-10,3,16,6,28,3,-16,x

(33) CC(C)C(C(=O)O)N1CCS(=O)(=O)CC1 (configuration not stated)
(34) O=C(NCc1nnc(SCC(=O)N2CCc3ccccc32)o1)c1ccco1
(35) CCn1cc(Br)c(C(=O)Nc2ccccc2C(=O)OC)n1
(36) CC(C)(C)c1ccc(C(=O)N/C(=C\c2cccs2)C(=O)N2CCOCC2)cc1
(37) Cc1cc(C)c2c(N)c(C(=O)Nc3ccc(C)c(C)c3)sc2n1
(38) CCOc1cc(/C=C2/C(=N)N3C(=NC2=O)SN=C3S(C)(=O)=O)ccc1OC(=O)c1ccco1
(39) O=C(c1ccccn1)C1CCCN(Cc2cn[nH]c2-c2cc3ccccc3o2)C1 (configuration not stated)
(40) COc1ccc(/C=N/NC(=O)C(O)(c2ccccc2)c2ccccc2)cc1OC

Screen / compound no.,33,34,35,36,37,38,39,40
UPR XBP1 act,-2,-2,4,5,-2,0,1,-1
CXCR6 inh,-15,-6,9,-9,-2,0,4,7
EBI2 block,-3,-15,5,7,5,4,-2,0
tim23-1 inh,-3,7,32,22,24,12,-3,-1
APJ antag,-2,1,0,-17,11,6,4,7
APJ ag,-1,1,-4,-1,-1,-4,-3,-4
UPR CHOP act,-0.3,-0.2,2.0,0.6,5.9,1.6,-0.7,2.2
Mdm2-MdmX inh,-11,9,8,-10,-137,7,5,-7
CCR6 antag,-6,11,9,11,-16,19,10,-5

# Overlap with the part before: 3 compounds, followed by the next part.
(38) CCOc1cc(/C=C2/C(=N)N3C(=NC2=O)SN=C3S(C)(=O)=O)ccc1OC(=O)c1ccco1
(39) O=C(c1ccccn1)C1CCCN(Cc2cn[nH]c2-c2cc3ccccc3o2)C1 (configuration not stated)
(40) COc1ccc(/C=N/NC(=O)C(O)(c2ccccc2)c2ccccc2)cc1OC
(41) N#Cc1cc2c(nc1SCC(=O)N1CCOCC1)CCCCC2
(42) Cc1ccccc1Nc1nc(N)nc(CN(C)Cc2ccccc2Cl)n1
(43) CCCN1CC=C2C(C#N)=C(N)C(C#N)(C#N)C(c3cccc(OC)c3OC)C2C1 (configuration not stated)
(44) O=C(CN1C(=O)c2cccc3cccc(c23)C1=O)NCCN1CCOCC1
(45) CC1CCN(CC2C(=O)O[C@@H]3C[C@@]4(C)CCC[C@H](C)C4=C[C@H]23)CC(C)(C)C1 (some centres not stated)
(46) Cc1cc(NC(=O)C(C)Oc2ccccc2)no1 (configuration not stated)
(47) CC(C)(C)NC(=O)[C@H]1CC[C@H]2[C@@H]3CC[C@H]4NC(=O)C=C[C@]4(C)[C@H]3CC[C@]12C
(48) COc1ccc(CNc2oc(COc3ccccc3Cl)nc2C#N)cc1

Screen / compound no.,38,39,40,41,42,43,44,45,46,47,48
UPR XBP1 act,0,1,-1,-6,2,0,5,-4,8,-2,0
CXCR6 inh,0,4,7,-3,8,-6,-12,0,-2,-14,6
EBI2 block,4,-2,0,-5,1,14,-1,-39,5,2,35
tim23-1 inh,12,-3,-1,-3,13,2,5,32,8,23,11
APJ antag,6,4,7,14,2,-25,17,-2,13,16,4
APJ ag,-4,-3,-4,-3,1,1,-4,0,-4,4,-3
UPR CHOP act,1.6,-0.7,2.2,-1.8,0.1,0.1,-1.5,1.6,0.2,1.5,-2.4
Mdm2-MdmX inh,7,5,-7,81*,-19,7,9,65*,8,26,23
CCR6 antag,19,10,-5,-1,12,4,-14,12,3,1,5

(49) CCCN1CCC(NC(=O)Cc2cccc(C)c2)CC1
(50) COc1ccc(CCNC(=O)C(C)Sc2ccccc2)cc1OC (configuration not stated)
(51) CC1(C)CC(NC(=S)Nc2ccc(S(N)(=O)=O)cc2)CC(C)(C)N1
(52) CCn1cc(CN2CCCC(C(=O)Nc3cccc(-c4cc5ccccc5[nH]4)c3)C2)c(C)n1 (configuration not stated)
(53) O=C(CSc1nc2ccccc2c(=O)n1NC(=O)Cc1ccccc1)NCc1ccccc1Cl
(54) COc1cc(/C=C(\NC(C)=O)C(=O)Nc2ccccc2C)ccc1OC(C)=O

Screen / compound no.,49,50,51,52,53,54
UPR XBP1 act,-4,-3,2,1,-1,-2
CXCR6 inh,-3,4,-8,-5,-3,-2
EBI2 block,-11,-8,-3,1,-19,-4
tim23-1 inh,-12,6,-7,6,-4,3
APJ antag,1,7,9,7,-6,1
APJ ag,1,-2,-3,2,-1,-1
UPR CHOP act,1.5,-0.6,1.1,4.7,-1.4,1.3
Mdm2-MdmX inh,6,-20,23,19,-19,-8
CCR6 antag,2,-3,5,-4,-3,1
